# ERK EGF inh: qHTS Assay for Inhibitors of the ERK Signaling Pathway using a Homogeneous Screening Assay; Stimulation with EGF; Potency, µM (series often up to 11.5 µM), for the others: top-dose activity change, negative = inhibition, hits mostly inhibitors; AID 1454, 2008; hit rate 0.41% among 130,000; HEK293-V1b, EGF-stimulated phospho-ERK AlphaScreen; active means well fitted inhibition curve with a large enough effect; inconclusive means small, poorly fitted or top-dose-only effect, or effect the other way;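 further: plate controls were stimulated vehicle wells for no effect and unstimulated vehicle basal for full effect; nearly all actives have a fitted effect of over 55% in size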
#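 Homogeneous cell-based phospho-ERK assay: HEK293/V1b cells in 1% FBS, compound 30 min then EGF 5 min, AlphaScreen luminescence. Activity normalized between DMSO and 25 nM EGF controls; AC50 from Hill modelling.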
# Numbers without * were called inactive; u = inconclusive; & = joins results of further samples; [ ] = dose if it differs, or a comment. Potency means the concentration at half of the fitted maximal effect.
SMILES,ERK EGF inh
O=C(CNC(=O)OCc1ccccc1)Oc1cc2oc(=O)cc(-c3ccccc3)c2cc1Cl,0%[57.5 µM]
COC(=O)C1=C(C)OC(N)=C(C#N)C1c1ccsc1 (configuration not stated),7%
COc1ccc(/C=C2\SC(N3CCc4ccccc4C3)=NC2=O)cc1,4%
COC(=O)c1ccccc1NC(=O)CSc1n[nH]c(C)n1,4%
N#C/C(=C/c1ccccc1)C(=O)NCc1ccccc1,-1%[57.5 µM]
COC(=O)CC1C(=O)NCCN1C(=O)OC(C)(C)C (configuration not stated),-16%
CC(=O)N1CCN(C(=O)CCc2nnc(CCCCc3ccccc3)o2)CC1,-4%
O=C(CSc1ccc(Cl)cc1)N/N=C/c1cccnc1,-2%
COc1ccc(NC(=O)N(Cc2cccs2)Cc2cc3cc4c(cc3[nH]c2=O)OCO4)cc1,1%
COc1ccc(/C(C#N)=C/c2cccnc2)cc1,0%[57.5 µM]
CO[C@]12C(COC(N)=O)C3=C(C(=O)C(C)=C(N)C3=O)N1CC1NC12 (some centres not stated),23%
COc1ccccc1N1CCN(CCCCNS(=O)(=O)c2cccc3c(N(C)C)cccc23)CC1,-3%
Fc1ccc(/C=N/N2CCOCC2)c(F)c1,-5%
CC(Sc1nnc2ccccn12)C(=O)Nc1ccc2c(c1)OCO2 (configuration not stated),3%
Cc1ccc(S(=O)(=O)N(C)C)cc1NC(=S)NC(=O)C12CC3CC(CC(C3)C1)C2,6%
Cc1cccc(NC(=S)NCCSc2ccc(Cl)cc2)c1,u
O=C(Nc1ncc(Cc2ccc(Cl)cc2Cl)s1)c1ccc([N+](=O)[O-])cc1,5%
COc1ccc(Cl)cc1NC(=S)NCc1ccc(S(N)(=O)=O)cc1,6%
CC(C)[C@H](CO)N(Cc1cccc(F)c1)c1nc(Nc2cccc(Cl)c2)c2ncn(C(C)C)c2n1,10%[57.5 µM]
COCCn1c(=O)c(-c2ccccc2)nc2cnc(OCc3ccccc3)nc21,u

# Some of the entries so far, with bars between the fields:
structure | ERK EGF inh
Cc1ccc(S(=O)(=O)N(C)C)cc1NC(=S)NC(=O)C12CC3CC(CC(C3)C1)C2 | 6%
Cc1cccc(NC(=S)NCCSc2ccc(Cl)cc2)c1 | u
O=C(Nc1ncc(Cc2ccc(Cl)cc2Cl)s1)c1ccc([N+](=O)[O-])cc1 | 5%

# The list goes on:
SMILES,ERK EGF inh
CN(C)c1ccnc2c[cH-]cc12.[Fe].c1ccc(-[c-]2[c-](-c3ccccc3)[c-](-c3ccccc3)[c-](-c3ccccc3)[c-]2-c2ccccc2)cc1 (configuration not stated),3.2µM*
CC(C)(C)NS(=O)(=O)c1ccc(CCC(=O)NCc2ccc3c(c2)OCO3)cc1,8%
COc1ccc(OC(C)C(=O)Nc2ccc(F)cc2F)cc1 (configuration not stated),-7%
Cc1cc(NC(=O)CCC(=O)N(Cc2cccs2)C(C(=O)NC2CCCC2)c2ccccc2)no1 (configuration not stated),2%
Cc1cc(C)nc(N2CCCC(C(=O)NCc3ccc4c(c3)OCO4)C2)n1 (configuration not stated),5%
O=C1CCCN1CCCNS(=O)(=O)c1cccc(F)c1,-2%
Cc1[nH]nc(N)c1-c1ccc(Cl)cc1,2%
COc1ccc([C@@H]2C[C@@H](c3ccccc3)Oc3cc(OC)cc(OC)c32)cc1,-14%[57.5 µM]
CC(C)(C)c1ccc(NNC(=O)C2CCC2)cc1,2%[57.5 µM]
CCN(CC)CCCNC(=S)N(Cc1cccnc1)Cc1cc2cccc(C)c2[nH]c1=O,-8%
COc1ccccc1NC(=S)N1CCN(Cc2ccccc2)CC1,15%
CC1(C)S[C@@H]2[C@H](NC(=O)[C@@H](N)c3ccccc3)C(=O)N2[C@H]1C(=O)O[C@H]1OC(=O)c2ccccc21,5%[25.7 µM]
O=[N+]([O-])c1ccc(NCCNCCOc2nonc2-c2ccccc2)c([N+](=O)[O-])c1,4%
CN(CC1CCOCC1)C(=O)CC1C(=O)NCCN1Cc1ccc(-c2ccccc2)cc1 (configuration not stated),8%
N#C/C(=C\c1c(Cl)cccc1Cl)c1nc2ccccc2o1,0%
O=C(Nc1ccc(-n2cccc2)cc1)C1CC1,1%
CC(C)(C)NC[C@@H](O)COc1ccccc1C1CCCC1,-15%[25.7 µM]
Cc1cc(=O)oc2cc(OCCCN3C(=O)c4ccccc4C3=O)ccc12,-1%
CCN(CC)CCOc1c(C)cccc1Cl,1%
O=C1CN(C(=O)CSc2nnc(Nc3ccccc3)s2)c2ccccc2N1,-4%
COc1cc(-c2nnc(SCC(=O)N3c4ccccc4Sc4ccccc43)o2)cc(OC)c1OC,4%
CCCCOc1ccc(C(=O)NN2CCN(C)CC2)cc1,4%
Cc1cccc(C(=O)OCC(=O)Nc2sc3c(c2C#N)CCC3)c1,7%
CCOC(=O)c1cnc2c(cnn2CC)c1NN=C(C)C,3%&-6%
Cn1cc(CN2CCN(Cc3cccnc3)CC2)c(-c2ccc3c(c2)OCCO3)n1,-5%
Cc1cccc(OCc2nc(C#N)c(N3CCCC3)o2)c1,3%[57.5 µM]
COc1c(C)cc(C(=O)C2CCCN(C(=O)/C=C/c3ccccn3)C2)cc1C (configuration not stated),-5%
N#C/C(=C\c1cccc([N+](=O)[O-])c1)C(=O)Nc1cccnc1,-1%
CCOc1cc(CNc2ccc(N3CCCC3)cc2)cc(Cl)c1OC,u
COc1ccc(-c2[nH]ncc2CN2C[C@@H]3CCC[C@H]2C3)c(F)c1,-4%
Nc1ncnc2c1ncn2C1CC(O)C(CO)O1 (configuration not stated),-7%&17%
Cc1ccccc1Nc1nc(NCc2ccco2)c2ccccc2n1,-2%
COc1ccc(CCNC(=O)C(Sc2ccccn2)c2ccccc2)cc1OC (configuration not stated),-8%[57.5 µM]
O=C(CCc1cnccn1)NC1CCCc2c1cnn2-c1ccc(F)cc1F (configuration not stated),-3%
CC(=O)NCCC(Cc1ccccc1)c1ccco1 (configuration not stated),4%
COc1ccc(-c2nsc3c(N4CCCCC4C)ncnc23)cc1 (configuration not stated),0%
Nc1nc(-c2ccco2)nn1S(=O)(=O)c1ccccc1,-4%
COc1cccc(Cn2nnc(C(=O)NCc3ccc4c(c3)OCO4)c2N)c1,5%
Cc1nc(CN(C)C(=O)c2cc(COc3ccc4ncccc4c3)on2)cs1,1%
O=C(N/N=C\c1ccc([N+](=O)[O-])o1)c1ccc(O)cc1,-4%[25.7 µM]
O=c1[nH]c(=O)n([C@H]2C[C@H](O)[C@@H](CO)O2)cc1F,-10%[57.5 µM]
O=C(CCC(=O)N/N=C/c1ccc(Br)s1)NCc1ccccc1,5%
O=C(COC(=O)C(Cc1ccccc1)NC(=O)c1ccccc1)c1ccccc1 (configuration not stated),3%
O=C(CCNC(=O)c1ccccc1)N=Nc1c(O)[nH]c2ccccc12,5%
O=C(NCCN1CCOCC1)C(=O)NCC1OCCN1C(=O)c1ccc(Cl)cc1 (configuration not stated),0%
CC(=O)CCc1oc2ccc(C)cc2c1-c1ccccc1,9%[57.5 µM]
COc1ccc(/C=N/NC(=O)c2ccc(Br)o2)cc1Cn1cc([N+](=O)[O-])cn1,-1%
C#CCOCCOCCOCCNc1nc(N2CCN(C(=O)[C@H](CCC(=O)O)n3cc(C(N)Cc4ccc(O)cc4)nn3)CC2)nc(N2CCN(C(=O)[C@H](Cc3cc4ccccc4[nH]3)n3cc(C(N)CC(C)C)nn3)CC2)n1 (some centres not stated),-4%[57.5 µM]
COC(=O)CCC(=O)OC1(C)C(=O)C=C2C=C(C3CC3)N(C3CCCC3)C=C2C1=O (configuration not stated),6%[57.5 µM]
Oc1ccc(C[C@@H]2CNC(=S)N2CCCCC2CCCCC2)cc1,-6%[57.5 µM]
Cc1cc(C)cc(Nc2ncnc3nc[nH]c23)c1,12%[57.5 µM]
Cc1nc2c(c(=O)c3ccccc3n2C)c(=O)n1C1CCCCCC1,-2%[57.5 µM]
Cc1ccc2oc(-c3cccc(NC(=O)/C=C/c4cccc([N+](=O)[O-])c4)c3C)nc2c1,11%
CC(C)N1CCC(=NNc2ccc([N+](=O)[O-])cc2S(=O)(=O)N2CCOCC2)CC1,-3%
Cc1ccc(NC(=O)/C(=C/c2cccc(Br)c2)NC(=O)c2ccco2)cc1,-5%
COc1ccccc1NC(=S)N(CCCN1CCOCC1)Cc1ccccn1,9%
O=[N+]([O-])c1ccc(N2CCCCC2)cn1,-2%
Cn1ccc(=Nc2ccc(NC(=O)c3ccc(N=c4ccn(C)c5ccc([N+](=O)[O-])cc45)cc3)cc2)cc1,6%[57.5 µM]
CCN(CCN(C)C)C(=O)c1ccc2c(c1NCCO)C(=O)c1ccccc1C2=O,u
CCCNc1nc(Cl)nc(NCc2cccnc2)n1,7%[57.5 µM]

# Continued; the last 5 above are carried over.
SMILES,ERK EGF inh
COc1ccccc1NC(=S)N(CCCN1CCOCC1)Cc1ccccn1,9%
O=[N+]([O-])c1ccc(N2CCCCC2)cn1,-2%
Cn1ccc(=Nc2ccc(NC(=O)c3ccc(N=c4ccn(C)c5ccc([N+](=O)[O-])cc45)cc3)cc2)cc1,6%[57.5 µM]
CCN(CCN(C)C)C(=O)c1ccc2c(c1NCCO)C(=O)c1ccccc1C2=O,u
CCCNc1nc(Cl)nc(NCc2cccnc2)n1,7%[57.5 µM]
COc1cc(S(=O)(=O)NCCCN2CCOCC2)ccc1-n1cnnn1,-3%
CC(=O)c1sc2nsc(SCCN3CCOCC3)c2c1N,-13%[57.5 µM]
O=C1CCCN2N=C(SCC(=O)Nc3nccs3)SC2=N1,-5%
COCc1cc(C)[nH]c(=O)c1C(=O)NC12CC3CC(CC(C3)C1)C2,u
Cc1cc(C)cc(NC(=O)C(OC(=O)c2cccs2)c2ccccc2)c1 (configuration not stated),1%
C[C@@H]1CN(C(=O)c2nc3ccc(Cl)cn3c2CN2CCc3sccc3C2)C[C@H](C)O1,7%
Cc1nc(-c2ccc(C(=O)Nc3ccccc3F)cc2)cs1,-3%
Cc1cccc([C@@H]2C[C@H]3CN(Cc4cccc(Cl)c4)C(=O)[C@]34CCCN24)n1,-2%[57.5 µM]
Cc1c(Cl)c([N+](=O)[O-])nn1CC(=O)NCc1cccs1,10%
CN(Cc1ccccc1)Cc1nc2scc(-c3ccccc3)c2c(=O)[nH]1,-5%
O=C(Nc1ccccc1)Nc1ccc(-n2ccc(C(F)(F)F)n2)cc1,-11%[57.5 µM]
O=S(=O)(c1ccc(Cl)cc1)c1cnc2ccccc2n1,2%
CC(=O)c1ccc(OCCCC(=O)Nc2cc(S(=O)(=O)N(C)C)ccc2C)cc1,7%
COc1ccc(CNC(=O)CSc2n[nH]c(C)c2[N+](=O)[O-])cc1,9%
COc1cc2c(cc1OC)C(C)N(C(=O)c1cc3c(s1)-c1ccccc1OC3)CC2 (configuration not stated),6%
CC(C)c1nnc(NC(=O)CSc2nnc(-c3ccco3)o2)s1,0%
CC1CC(=O)N(c2ccc(Br)cc2)C(=O)C1,3%[57.5 µM]
COc1cccc2cc(C(=O)NCc3ccccn3)c(=O)oc12,5%
Cc1cc(C)cc(NC(=O)C(=O)NCc2ccccn2)c1,11%
O=C(NN=C1CCCC1)c1sc2ccccc2c1Cl,-5%

# The list goes on, starting with the last two of the part before.
SMILES,ERK EGF inh
Cc1cc(C)cc(NC(=O)C(=O)NCc2ccccn2)c1,11%
O=C(NN=C1CCCC1)c1sc2ccccc2c1Cl,-5%
CC(C)(CSc1ccccn1)NS(=O)(=O)c1ccc(Cl)cc1,6%
CC(C)C(=O)Nc1ccc(-c2nc3ccccc3c(=O)o2)cc1,-14%
CSc1ccc(Cl)c(C(=O)Nc2ccc(N3CCOCC3)cc2)c1,-7%
CN(c1ccccc1)S(=O)(=O)c1ccc(C(=O)NCc2ccccn2)cc1,0%
CC(=O)Nc1ccc(NC(=O)CSc2ccc(-c3ccc4c(c3)OCO4)nn2)cc1,-1%
O=C(Nc1ccccc1)Nc1ccc(C(F)(F)F)cn1,-2%[57.5 µM]
CCc1ccc(OCCCC(=O)Nc2nccs2)cc1,3%
CC(C)Cn1c(=S)[nH]c2cc(C(=O)O)ccc2c1=O,-3%[57.5 µM]
CCOC(=O)/C(=N\Nc1cc(Cl)ccc1Cl)N1CCN(C)CC1,4%
O=C(ON=C1CCN(S(=O)(=O)c2ccccc2)CC1)c1ccc(F)cc1,3%
O=C(CN1CCCCC1)Nc1ccccc1Cl,-9%
CC(Sc1nc2ccccc2[nH]1)C(=O)Nc1ccccc1F (configuration not stated),-5%
CCn1cnc2sc(C(=O)Nc3ccccc3OC)c(C)c2c1=O,-4%[57.5 µM]
O=C1CCC(C(=O)NCCN2C(=O)S/C(=C\c3cccnc3)C2=O)=NN1,-5%
CC1CN(/C=C/C(=O)C(F)(F)F)CC(C)O1 (configuration not stated),4%
C=CCNC(=S)NC(=O)c1oc2ccccc2c1C,14%
CCOc1ccccc1-n1nnnc1SCC(=O)OC,3%
CC(c1ccccc1)N(CCC(c1ccccc1)C1CCOC(C)(C)C1)C(=O)c1ccco1 (configuration not stated),14%
CCCn1nc(C(=O)NCc2ccc3c(c2)OCO3)c2ccccc2c1=O,-3%

# A few values from the list:
# In ERK EGF inh, CCc1ccc(OCCCC(=O)Nc2nccs2)cc1 shows 3%
# In ERK EGF inh, CN(c1ccccc1)S(=O)(=O)c1ccc(C(=O)NCc2ccccn2)cc1 shows 0%
# In ERK EGF inh, CCOC(=O)/C(=N\Nc1cc(Cl)ccc1Cl)N1CCN(C)CC1 shows 4%
# In ERK EGF inh, O=C(Nc1ccccc1)Nc1ccc(C(F)(F)F)cn1 shows -2%[57.5 µM]
# In ERK EGF inh, CC(C)Cn1c(=S)[nH]c2cc(C(=O)O)ccc2c1=O shows -3%[57.5 µM]

# Assay outcomes deposited in PubChem by National Center for Advancing Translational Sciences (NCATS).

# A portion of the library; count on the stated rates, not on these rows.
